AddAB inh: growth inhibition of E. coli expressing H. pylori AddAB, primary screen, AddAB inhibitor project, absorbance; inhibition, % at 11.9 µM; actives 0.29% (n = 330,000); AID 435030, 2010; in the data active = inhibition above about 12%;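 also: 0% = vehicle wells of infected cells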
Wnt bcat act: Wnt/beta-catenin pathway activators, primary screen, cell-based, plate reader, single point | Wnt/beta-catenin reporter cell assay, activator | activation, % at 9.35 µM | actives 1.2% (n = 300,000) | AID 743398, 2014; in the data active = activation above about 30%, passing the limit was not always enough; inconclusive = no clear call, values can overlap the other calls;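 also: 0% = neutral control wells and 100% = positive control wells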
phage Ecoli inh: growth loss of phage-infected E. coli, primary screen, RecBCD inhibitor project, absorbance, with phage, HTS | actives 0.26% (n = 360,000) | AID 651602, 2012 | inhibition, % at 11.9 µM; in the data active = inhibition above about 11%
E coli growth: E. coli V3065 growth inhibition, primary screen, counter-screen for AddAB inhibitor project, absorbance, OD600; actives 0.27% (n = 330,000); 18 h; AID 449728, 2010; inhibition, % at 11.9 µM;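 active = inhibition above the campaign's mean inhibition across all tested compounds plus 3 SD, cut at about 9.9% in these data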;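 also: uninfected addAB+ strain grown without phage in ampicillin broth; 0% = DMSO wells and 100% = ciprofloxacin 0.95 µg/ml wells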
Tat transport: E. coli Tat export inhibitors, primary screen, MC4100, TorA-mCherry reporter, fluorescence, single point | inhibition, % at 10 µM | actives 0.036% (n = 340,000) | AID 488895, 2010;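 active = mean replicate inhibition at least 50% and at least half of replicates individually reaching 50%; inconclusive = only one of the two criteria met; inactive = neither criterion met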;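 also: exported cargo escapes ClpAP degradation while cytoplasmic cargo is degraded and loses fluorescence; 0% = median of neutral control wells and 100% = median of NaSCN control wells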
CAL PDZ inh: CAL PDZ peptide-binding inhibitors, primary screen, biochemical, fluorescence polarization, Cer-tagged CAL PDZ, HTS. purified CAL PDZ, TMR-peptide fluorescence polarization, 1 h. inhibition, % at 20 µM. actives 0.02% (n = 330,000). AID 504414, 2011;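 active = highest replicate inhibition of at least 40%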;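 also: plate controls were DMSO neutral control wells for no effect and unlabeled competitor peptide control wells for full effect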
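Read-out basis: mP drop reported as inhibition | Assay system: Tagged CAL PDZ protein CerCALP, purified | Benchmarks: Unlabelled peptide for full inhibition, DMSO wells as neutral | Schedule: 1 h incubation at room temperature before polarization reading | Buffer or medium: Sodium phosphate/NaCl buffer pH 7.4 with TCEP, IgG, Thesit | Doses: Single point, 20 µM | Measured by: Fluorescence polarization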
PvdQ acylase: P. aeruginosa PvdQ acylase inhibitors, primary screen, biochemical, fluorescence, plate reader and imaging, single point; PvdQ acylase [Pseudomonas aeruginosa LESB58]; actives 0.063% (n = 340,000); inhibition, % at 10 µM; purified PvdQ acylase; in the data active = inhibition above about 30%, passing the limit was not always enough; inconclusive = no clear call, values can overlap the other calls;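 also: 0% = vehicle neutral wells and 100% = reference inhibitor wells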
PfHsp90 yeast 2: growth inhibition of PfHsp90-expressing yeast, primary screen, antimalarial PfHsp90 inhibitor project, S. cerevisiae, BacTiter-Glo luminescence, single point, set 2. BacTiter-Glo ATP, 48 h; yeast lacking PDR1 and PDR3 efflux regulators. inhibition, % at 9.4 µM. actives 0.32% (n = 310,000). AID 504621, 2011;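 active = every replicate shows inhibition above about 80%, whatever the replicate mean, limit read from the data; inconclusive = mean inhibition reaches the set limit but some replicate falls short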;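 also: 0% = DMSO neutral controls and 100% = 20 µM radicicol positive controls; yeast relying on Plasmodium falciparum Hsp90 in place of its own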
DAGLB inhibitor: DAGLB lipase inhibitors, primary screen, biochemical, fluorescence, HTS. actives 0.059% (n = 340,000). inhibition, % at 5.17 µM. HEK293T DAGLB membrane lysate, EnzChek fluorogenic substrate. Diacylglycerol lipase-beta (Homo sapiens), Q8NCG7; in the data active = inhibition above about 34%;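 also: 0% = enzyme with vehicle and 100% = wells lacking enzyme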
Rtt109 HAT inh: inhibitors of C. albicans Rtt109/Vps75 HAT, primary screen, biochemical, ThioGlo CoA-SH fluorescence, plate reader. Histone acetyltransferase RTT109 (Candida albicans (strain SC5314 / ATCC MYA-2876)), …. purified Rtt109/Vps75, 4 h. inhibition, % at 34.9 µM. actives 0.16% (n = 330,000). AID 540336, 2011;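 active = inhibition of at least 50% in every replicate; inconclusive = best replicate reaches 50% inhibition but some replicates fall short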
Target sequence (Q5AAJ8 whole entry, looked up): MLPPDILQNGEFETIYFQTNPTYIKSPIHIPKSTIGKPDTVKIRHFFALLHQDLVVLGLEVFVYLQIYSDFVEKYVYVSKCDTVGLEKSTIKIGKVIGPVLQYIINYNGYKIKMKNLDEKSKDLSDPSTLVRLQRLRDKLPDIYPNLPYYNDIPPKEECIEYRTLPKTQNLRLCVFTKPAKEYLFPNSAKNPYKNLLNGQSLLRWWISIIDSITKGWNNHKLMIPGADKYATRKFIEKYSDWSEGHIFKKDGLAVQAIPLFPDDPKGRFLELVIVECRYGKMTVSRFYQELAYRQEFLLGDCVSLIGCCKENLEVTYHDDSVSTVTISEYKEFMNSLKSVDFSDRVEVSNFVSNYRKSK
The depositor's hits bear a star; ? = inconclusive; . = not tested or not shown. An unsorted share of the library; 1.9% or so of the library scored in one or more.

Abbreviations – A = AddAB inh; B = Wnt bcat act; C = phage Ecoli inh; D = E coli growth; E = Tat transport; F = CAL PDZ inh; G = PvdQ acylase; H = PfHsp90 yeast 2; I = DAGLB inhibitor; J = Rtt109 HAT inh
1. COc1cccc(/C=N/NC(=S)NCCc2ccccc2)c1OC
  A = . | B = 1 | C = 1.4 | D = . | E = -9 | F = 0.1 | G = -4 | H = -5 | I = -5 | J = -3
2. Cc1cc(C)c(CN2CCC(n3nccc3NC(=O)c3ccccc3Cl)CC2)cc1C
  A = -0.6 | B = 1 | C = -0.7 | D = -2.7 | E = 14 | F = -0.6 | G = 0 | H = 26 | I = -4 | J = -1
3. S=C1N[C@H]2CCCC[C@@H]2N1
  A = 2.3 | B = 4 | C = 1.3 | D = 1.4 | E = . | F = . | G = . | H = . | I = . | J = .
4. C[C@@H](O)[C@H]1O[C@]2(C)CCC[C@H]1O2
  A = 0.3 | B = -2 | C = -0.3 | D = 0.5 | E = -2 | F = -1.2 | G = -6 | H = 1 | I = 0 | J = 4
5. CCOc1ccc(CCNC(=O)COC(=O)CCc2cc(OC)c(OC)c(OC)c2)cc1OCC
  A = 0.5 | B = -3 | C = -0.5 | D = 0.1 | E = 1 | F = -1.0 | G = -12 | H = -12 | I = -4 | J = 3
6. Cn1nc(SCC(=O)O)sc1=S
  A = 1.8 | B = . | C = 0.5 | D = -0.6 | E = -11 | F = -2.3 | G = 11 | H = . | I = 0 | J = 3
7. O=C(c1cccc(S(=O)(=O)N2CCN(c3ccc(F)cc3)CC2)c1)N1CCCCCCC1
  A = -0.7 | B = 1 | C = 2.9 | D = 2.9 | E = 6 | F = -2.2 | G = -16 | H = 23 | I = -1 | J = -2
8. CCC(C)(C)NC(=O)C(c1cccn1C)N(C(=O)Cn1nnc2ccccc21)c1ccccc1OC (stereo unspecified)
  A = -1.3 | B = . | C = 1.5 | D = 1.1 | E = -3 | F = -0.8 | G = -14 | H = 3 | I = -2 | J = 2
9. C=CCNC(=S)N/N=C/c1ccc(C)s1
  A = -0.4 | B = 10 | C = 2.6 | D = 1.2 | E = -1 | F = -2.6 | G = -4 | H = 23 | I = -2 | J = 4
10. CCOC(=O)N1CCN(C(=O)C2CC(=O)N(c3ccc(OC)cc3)C2c2ccc(OC)cc2)CC1 (stereo unspecified)
  A = 1.5 | B = -4 | C = 2.3 | D = -0.4 | E = -4 | F = -0.6 | G = -11 | H = . | I = 1 | J = -4
11. CC(=O)Nc1cc(C(=O)OCC(=O)c2ccccc2)ccc1C
  A = 2.1 | B = 22 | C = 2.0 | D = 1.2 | E = 4 | F = -0.8 | G = 14 | H = -3 | I = -1 | J = 7
12. CSc1ccc(S(=O)(=O)N2CCC(C(=O)NCCN3CCOCC3)CC2)cc1
  A = 1.0 | B = -1 | C = 1.0 | D = -4.7 | E = 1 | F = -1.0 | G = -19 | H = 18 | I = -1 | J = 0
13. CNS(=O)(=O)/C=C/c1ccccc1
  A = 2.1 | B = 0 | C = 8.5 | D = 2.4 | E = -6 | F = -1.3 | G = -10 | H = 24 | I = 1 | J = -10
14. O=C(N/N=C/c1cnc(N2CCCCC2)s1)c1ccc(Cl)cc1
  A = -3.6 | B = -1 | C = 2.0 | D = -1.7 | E = -3 | F = -0.3 | G = -4 | H = -30 | I = 2 | J = -6
15. Cc1nn(Cc2c(F)c(F)c(F)c(F)c2F)c(C)c1NC(=O)c1ccc(COc2ccccc2Cl)o1
  A = -1.4 | B = . | C = 1.9 | D = 1.4 | E = 2 | F = -3.3 | G = -11 | H = . | I = -5 | J = 4
16. C=CCc1c(C)nc(SC(C)C)[nH]c1=O
  A = 2.9 | B = -1 | C = 1.0 | D = -0.6 | E = 4 | F = . | G = -4 | H = -11 | I = 1 | J = -6
17. Cc1cccc(N2CCN(S(=O)(=O)c3ccc(-c4ccc(=O)[nH]n4)o3)CC2)c1C
  A = 0.6 | B = -1 | C = 5.6 | D = 0.1 | E = -4 | F = -2.6 | G = -9 | H = -8 | I = 3 | J = 2
18. CC(Sc1nc(-c2ccccc2)cc(C(F)(F)F)n1)C(=O)N1CCC(C(N)=O)CC1 (stereo unspecified)
  A = 2.3 | B = . | C = 0.6 | D = 1.1 | E = 4 | F = -2.0 | G = 7 | H = 35 | I = -1 | J = 0
19. CCC(CO)NC(=O)c1cccc(S(=O)(=O)N2c3ccccc3CC2C)c1 (stereo unspecified)
  A = -0.5 | B = 0 | C = 2.1 | D = 1.2 | E = ? | F = . | G = 1 | H = -7 | I = 3 | J = 3
20. O=C(Nc1c[nH]c(=O)[nH]c1=O)c1ccc2c(c1)C(=O)N(c1cccc([N+](=O)[O-])c1)C2=O
  A = . | B = ? | C = 1.4 | D = . | E = -4 | F = -2.5 | G = -12 | H = 12 | I = 3 | J = -6
21. O=C(NCc1ccncc1)C(=O)Nc1nccs1
  A = 1.4 | B = ? | C = 1.8 | D = 4.1 | E = 0 | F = 0.0 | G = -9 | H = -4 | I = 0 | J = -1
22. O=C(NOC(=O)c1c(F)cccc1Cl)c1ccc(Cl)c(Cl)c1
  A = 2.1 | B = 0 | C = -1.5 | D = 1.3 | E = -11 | F = 0.4 | G = -9 | H = 11 | I = -1 | J = 8
23. COCc1cc(CN2CCN(CCc3ccccc3)C(CCO)C2)ccc1OC (stereo unspecified)
  A = -0.6 | B = 0 | C = 0.1 | D = -0.4 | E = 3 | F = 1.7 | G = -18 | H = -9 | I = -1 | J = 0
24. Cc1cc(Cl)ccc1OC(C)c1nnc(N)s1 (stereo unspecified)
  A = -0.3 | B = . | C = 3.9 | D = -0.6 | E = 1 | F = -1.3 | G = -1 | H = 1 | I = 1 | J = -1
25. O=C(CCn1c(=O)oc2ccc(Cl)cc21)N1CCN(Cc2ccccc2)CC1
  A = -1.9 | B = -1 | C = -1.0 | D = 2.2 | E = 4 | F = -0.6 | G = -15 | H = 21 | I = -1 | J = -1
26. CC(C)(C)Cc1nnc(NC(=O)c2ccco2)s1
  A = -0.3 | B = 4 | C = 1.5 | D = 1.0 | E = -5 | F = -0.7 | G = -1 | H = 12 | I = -1 | J = -6
27. CN(C)CCCn1c(SCc2c(Cl)cccc2Cl)nnc1-c1ccncc1
  A = 0.7 | B = -2 | C = -2.1 | D = -2.6 | E = -7 | F = -1.1 | G = 9 | H = 15 | I = 1 | J = 2
28. CCOC(=O)c1csc(-c2snnc2C)n1
  A = 0.8 | B = 4 | C = 0.4 | D = -1.4 | E = 1 | F = -1.3 | G = -14 | H = -5 | I = 1 | J = -11

An excerpt from above in order of count of non-hydrogen atoms, rising.
Abbreviations – A = AddAB inh; B = Wnt bcat act; C = phage Ecoli inh; D = E coli growth; E = Tat transport; F = CAL PDZ inh; G = PvdQ acylase; H = PfHsp90 yeast 2; I = DAGLB inhibitor; J = Rtt109 HAT inh
16. C=CCc1c(C)nc(SC(C)C)[nH]c1=O
  A = 2.9 | B = -1 | C = 1.0 | D = -0.6 | E = 4 | F = . | G = -4 | H = -11 | I = 1 | J = -6
18. CC(Sc1nc(-c2ccccc2)cc(C(F)(F)F)n1)C(=O)N1CCC(C(N)=O)CC1 (stereo unspecified)
  A = 2.3 | B = . | C = 0.6 | D = 1.1 | E = 4 | F = -2.0 | G = 7 | H = 35 | I = -1 | J = 0
15. Cc1nn(Cc2c(F)c(F)c(F)c(F)c2F)c(C)c1NC(=O)c1ccc(COc2ccccc2Cl)o1
  A = -1.4 | B = . | C = 1.9 | D = 1.4 | E = 2 | F = -3.3 | G = -11 | H = . | I = -5 | J = 4

Limited to AddAB inh (five entries from above):
#	structure	AddAB inh
6	Cn1nc(SCC(=O)O)sc1=S	1.8
7	O=C(c1cccc(S(=O)(=O)N2CCN(c3ccc(F)cc3)CC2)c1)N1CCCCCCC1	-0.7
8	CCC(C)(C)NC(=O)C(c1cccn1C)N(C(=O)Cn1nnc2ccccc21)c1ccccc1OC (stereo unspecified)	-1.3
9	C=CCNC(=S)N/N=C/c1ccc(C)s1	-0.4
10	CCOC(=O)N1CCN(C(=O)C2CC(=O)N(c3ccc(OC)cc3)C2c2ccc(OC)cc2)CC1 (stereo unspecified)	1.5

From PubChem
